From PubChem BioAssay
hIAP block: human IAP inhibitors, primary screen, biochemical, luminescence, uHTS; actives 0.12% (n = 330,000); purified IAP, CDP-Star luminescence, 30 min; inhibition, % at 10 µM; Intestinal-type alkaline phosphatase (Homo sapiens), P09923;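 active means inhibition reaching a set limit with compound at 10 µM in the primary screen, cut at about 35% in these data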;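 further: plate controls were DMSO wells with enzyme for no effect and no-enzyme buffer wells for full effect; values of inactives mirror those of a sister screen read the other way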
mIAP activ: activators of mouse IAP, primary screen, biochemical, luminescence, uHTS | AID 2805, 2010 | intestinal alkaline phosphatase [Mus musculus] | muIAP, CDP-Star luminescence, 30 min; active compounds read high; 1 = vehicle-only enzyme signal, 0 = enzyme-free wells | actives 0.24% (n = 330,000) | activation factor at 10 µM;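 active means activation factor of at least 2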; further: the source names both 10 and 20 µM as test concentration; values of inactives mirror those of a sister screen read the other way
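System: mouse IAP enzyme. Reagent: CDP-Star chemiluminescent phosphatase substrate. Benchmarks: DMSO wells, no-enzyme wells. Times: 30 min enzyme-substrate-compound incubation at room temperature. Detection: luminescence from enzymatic CDP-Star hydrolysis. Doses: test compounds delivered from DMSO solution.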
A3G deaminase: APOBEC3G DNA deaminase inhibitors, primary screen, biochemical, fluorescence, single-stranded DNA substrate, uHTS; recombinant A3G, ssDNA deamination FAM/TAMRA fluorescence; inhibition, % at 20 µM; actives 0.28% (n = 330,000); AID 493012, 2011;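 active means inhibition of at least 40% at 20 µM, with no more than 30% in the related APOBEC3A deaminase screen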;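 further: plate controls were DMSO wells with A3G for no effect and wells lacking A3G enzyme for full effect; some compounds called inactive have numbers as strong as hits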
Target sequence (Q9HC16 whole entry, looked up): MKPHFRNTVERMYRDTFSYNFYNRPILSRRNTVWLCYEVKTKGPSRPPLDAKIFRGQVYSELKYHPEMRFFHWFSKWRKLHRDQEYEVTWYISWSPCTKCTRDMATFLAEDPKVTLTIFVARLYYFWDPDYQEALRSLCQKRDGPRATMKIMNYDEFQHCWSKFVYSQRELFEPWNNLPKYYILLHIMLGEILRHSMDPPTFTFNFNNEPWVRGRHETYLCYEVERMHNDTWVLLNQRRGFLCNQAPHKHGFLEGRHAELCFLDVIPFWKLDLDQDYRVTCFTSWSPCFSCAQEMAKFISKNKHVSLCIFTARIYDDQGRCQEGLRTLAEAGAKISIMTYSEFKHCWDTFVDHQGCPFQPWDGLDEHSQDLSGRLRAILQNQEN
mIAP block: inhibitors of mouse IAP, primary screen, biochemical, luminescence, uHTS; intestinal alkaline phosphatase [Mus musculus]; purified mouse IAP, CDP-Star luminescence, 30 min; inhibition, % at 10 µM; actives 0.2% (n = 330,000);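 active means inhibition of at least 40% at 10 µM in the primary screen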;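 further: plate controls were DMSO with enzyme for no effect and no enzyme wells for full effect; values of inactives mirror those of a sister screen read the other way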
ATG4B inh: ATG4B protease inhibitors, primary screen, biochemical, fluorescence, uHTS. ATG4B cleavage of LC3-PLA2, NBD-HPC fluorescence, 1 h. AID 504462, 2011. inhibition, % at 8.33 µM. actives 0.51% (n = 340,000); in the data active means inhibition above about 40%
Target sequence (Q9Y4P1 whole entry, looked up): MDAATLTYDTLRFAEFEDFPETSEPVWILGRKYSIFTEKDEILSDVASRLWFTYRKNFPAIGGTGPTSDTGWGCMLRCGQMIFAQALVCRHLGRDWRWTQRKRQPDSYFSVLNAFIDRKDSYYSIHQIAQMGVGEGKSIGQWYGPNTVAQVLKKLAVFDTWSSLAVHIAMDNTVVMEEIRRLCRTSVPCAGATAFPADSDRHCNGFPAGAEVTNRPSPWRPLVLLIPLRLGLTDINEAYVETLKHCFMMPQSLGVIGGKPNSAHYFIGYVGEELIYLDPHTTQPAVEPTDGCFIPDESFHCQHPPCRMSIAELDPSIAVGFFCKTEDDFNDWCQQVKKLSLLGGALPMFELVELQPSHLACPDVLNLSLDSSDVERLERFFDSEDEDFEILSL
APOBEC3A inh: APOBEC3A ssDNA deaminase inhibitors, primary screen, selectivity assay for APOBEC3G inhibitor project, biochemical, FAM/TAMRA oligo cleavage fluorescence; inhibition, % at 20 µM; recombinant A3A, FAM/TAMRA ssDNA deamination fluorescence; actives 0.41% (n = 330,000); DNA dC->dU-editing enzyme APOBEC-3A (Homo sapiens), P31941;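 active means at least 40% inhibition at 20 µM here, with at most 30% in a related deaminase screen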;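 further: plate controls were A3A with DMSO for no effect and wells lacking A3A enzyme for full effect; some results filed as inactive read as strong as hits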
Target sequence (P31941 whole entry, looked up): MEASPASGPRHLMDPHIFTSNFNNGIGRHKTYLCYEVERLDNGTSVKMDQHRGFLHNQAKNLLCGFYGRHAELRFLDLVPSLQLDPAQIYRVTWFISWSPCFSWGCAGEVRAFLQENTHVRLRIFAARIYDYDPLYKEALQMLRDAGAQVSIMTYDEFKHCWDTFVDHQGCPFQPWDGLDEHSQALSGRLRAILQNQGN
hIAP act: human IAP activators, primary screen, biochemical, luminescence, uHTS; purified human IAP, CDP-Star luminescence, 30 min; active compounds read high; 1 = vehicle-only enzyme, 0 = enzyme-free background; actives 0.16% (n = 330,000); activation factor at 10 µM; AID 2524, 2010; Intestinal-type alkaline phosphatase (Homo sapiens), P09923;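 active means activation factor of the enzyme at least 2-fold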; further: the source names both 10 and 20 µM as test concentration; values of inactives mirror those of a sister screen read the other way
MPTP inh: mitochondrial permeability transition pore inhibitors, primary screen, biochemical, isolated mouse mitochondria, absorbance. Ca2+ swelling absorbance, 30 min. inhibition, % at 10 µM. actives 1.4% (n = 360,000). AID 602449, 2012;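 active means inhibition of 50% or more, scaled per plate between neutral and stimulator controls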;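 further: 0% = DMSO wells given calcium and 100% = 1 mM EGTA wells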
MIN6 prolif: inducers of MIN6 beta-cell proliferation, primary screen, ATP luminescence, uHTS; MIN6 cells proliferation, ATPlite luminescence, 48 h; cells starved in 0.2% serum; 100% = growth in 10% serum; proliferation, % at 10 µM; actives 0.29% (n = 330,000); AID 2380, 2010;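 active means compounds whose signal lies at least 3.5 SD above the mean of all wells on their plate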;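 further: 0% = DMSO-treated cells in low-serum medium and 100% = 10% serum control; some compounds called inactive have numbers as strong as hits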
* = called active by the depositor; x = not tested or not shown; & = joins results of further samples.

SMILES	hIAP block	mIAP activ	A3G deaminase	mIAP block	ATG4B inh	APOBEC3A inh	hIAP act	MPTP inh	MIN6 prolif
Cc1ccc(S(=O)(=O)NC2(C(F)(F)F)C(=O)Nc3c2c(=O)n(C)c(=O)n3C)cc1 (stereo not given)	-7	1	2	-4	-1	6	1.1	1.2	-1
CC1(CC(=O)N/N=C/c2ccc(-c3cccc(C(F)(F)F)c3)o2)OCCO1	11	0.98	-1	2	0	2	0.89	0.9	1
CCCc1cc(=O)[nH]c2nnc(SCC(=O)Nc3ccc(C(C)=O)cc3)n12	2	1.1	21	-11	7	1	0.98	-0.5	1
COCCn1nnnc1C(c1ccccn1)N1CCN(c2cc(Cl)ccc2C)CC1 (stereo not given)	10	1.1	0	-11	-13	0	0.9	-0.5	-2
CC(Oc1ccccc1)C(=O)N=C1SC2CS(=O)(=O)CC2N1c1cccc(F)c1 (stereo not given)	12	0.89	-5	11	-15	-5	0.88	-2.1	-2
COc1ccccc1S(=O)(=O)N1CCN(S(=O)(=O)c2ccccc2C#N)CC1	-4	0.97	0	3	3	-2	1	3.5	0
COc1ccc([N+](=O)[O-])cc1NC(=O)CCNC(=O)Cn1ccc2ccccc2c1=O	0	1	-3	-4	-3	2	1	-0.1	-2
COc1ccc(C2=NN(CN3C(=O)C(=O)c4ccccc43)C(c3ccc(Br)cc3)C2)cc1 (stereo not given)	10	0.86	-5	14	2	-1	0.9	0.0	-5
COC(=O)C1CC(O)CN1S(=O)(=O)c1ccc2ccccc2c1 (stereo not given)	1	1.1	-4	-7	8	10	0.99	0.6	10
C=C(C)CSc1cc(C)c(C#N)c2nc3ccccc3n12	4	0.91	1	9	4	-1	0.95	54*	-3
CSc1ccc(S(=O)(=O)N(CC(=O)NCc2ccccn2)c2ccc(C)cc2)cc1	-21	1	0	-4	0	0	1.2	1.1	-1
COc1ccccc1C(=O)Nc1ccccc1C(=O)N1CCCC1	11	1.1	-8	-12	-3	-2	0.89	-2.3	-1
COc1cc(OC)cc(C(=O)Nc2ccccc2S(=O)(=O)N2CCCC2OC(C)=O)c1 (stereo not given)	4	0.96	-3	4	1	1	0.96	-0.2	8
Cn1c(=O)c2c(nc(SCc3nc(N)nc(N4CCCCC4)n3)n2C)n(C)c1=O	-5	1.1	-10	-7	-6	1	1.1	7.6	3
Cn1c(CC(=O)NNC(=O)c2ccc(Cl)nc2)nc2ccccc21	-53	0.85	-4	14	-9	-4	1.5	-1.1	-1
COc1ccc(CCNC(=O)c2cc(-c3ccc(C)c(C)c3O)n[nH]2)cc1OC	-91	1.1	-3	-8	-29	1	1.9	8.2	-3
COC(=O)c1ccccc1NC(=O)C1CC(c2ccc(F)cc2)=NO1 (stereo not given)	-4	0.93	-3	7	13	-1	1	-3.2	-2
CC(NS(=O)(=O)c1ccc2c(c1)C(=O)c1cc(S(=O)(=O)NC(C)C(=O)O)ccc1-2)C(=O)O (stereo not given)	4	0.98	-9	2	2	-4	0.96	0.0	1
COc1ccc(NC(=O)c2ccc3c(c2)S(=O)(=O)c2ccccc2C3=O)cc1	3	0.98	-8	2	-8	0	0.97	-0.7	8
CCCC(=O)Nc1ncnc2c1ncn2[C@@H]1O[C@@H]2COP(=O)(O)O[C@H]2[C@H]1OC(=O)CCC	-11	1	-4	-4	7&-8	0	1.1	1.4&3.7	-3
COc1ccc(C(=O)NCCS(=O)(=O)N2CCOCC2)cc1	6	0.98	-10	2	0	-1	0.94	1.3	2
CCN(C[C@H]1N[C@@](Cc2ccccc2)(C(=O)OC)[C@H]2C(=O)N(Cc3ccccc3)C(=O)[C@@H]12)S(=O)(=O)c1ccc(C(F)(F)F)cc1	-4	0.84	-5	16	x	-3	1	1.2	-4
CN(C(=O)Cc1c(C(=O)O)n(C)c2ccccc12)c1ccc(Cl)cc1	-8	1.1	-4	-9	-4	-2	1.1	-0.1	-2
Cc1cccc(-n2cccc2)c1C#N	16	0.95	0	5	7	4	0.84	-1.6	-2
CC(C)(C)Cc1nnc(NC(=O)CN2C(=O)c3ccccc3C2=O)s1	15	0.99	-4	1	-9	-3	0.85	1.5	2
Continued:
SMILES	hIAP block	mIAP activ	A3G deaminase	mIAP block	ATG4B inh	APOBEC3A inh	hIAP act	MPTP inh	MIN6 prolif
CCc1nccn1CCC(=O)N1CCCC(Nc2ccc(F)cc2)C1 (stereo not given)	-10	1	-3	-1	14	-5	1.1	0.1	1
O=c1[nH]cnc2c1c(-c1ccccc1)cn2-c1ccc(Br)cc1	-1	0.95	-4	5	0	2	1	-2.1	-5
CC1CN(C(=O)COC(=O)c2cc(Cl)ccc2[N+](=O)[O-])CC(C)O1 (stereo not given)	-9	1	-5	-3	-5	1	1.1	-0.3	-1
Cc1ccccc1NC(=S)N(C)Cc1cccs1	6	1.1	-2	-5	0	5	0.94	-0.2	-3
COc1ccc2c(c1)OC1=C(C(=O)CCC1)C2C1=C(O)CCCC1=O (stereo not given)	-1	0.95	-4	5	-15	-4	1	-2.8	-2
N#Cc1cccc(NC(=O)COC(=O)c2cccc(N3C(=O)c4ccccc4C3=O)c2)c1	-4	0.93	-2	7	4	-1	1	0.8	-3
CN(CC(=O)Nc1cccc(F)c1)C(=O)c1cn(-c2ccccc2)nc1-c1ccc(Cl)cc1	12	1	-2	-1	0	0	0.88	1.7	-8
Cc1c(C)[n+](=O)c2c(n1[O-])C(Br)CCC2Br (stereo not given)	-6	1.1	-8	-6	14	-4	1.1	0.9	1
COc1ccc(N2CCN(Cc3oc(CO)cc(=O)c3O)CC2)cc1	-4	1.1	-7	-12	-7	-6	1	-0.2	-2
CCCCN1C(=O)/C(=C2/Sc3ccccc3N2C)S/C1=N\c1ncn[nH]1	-4	0.99	-9	1	3	-5	1	-0.2	-5
CC(CN1C(C)CCCC1C)OC(=O)c1ccccc1Cl (stereo not given)	-16	1.1	-12	-6	-1	2	1.2	0.8	-2
O=c1cc(O)n(Cc2ccc(F)cc2)c(=O)[nH]1	-20	0.98	-6	2	0	-2	1.2	-0.2	-3
Cc1onc(-c2ccccc2Cl)c1C(=O)OCN1C(=O)c2ccccc2C1=O	-26	1	-8	-2	-5	0	1.3	-0.1	-3
C#Cc1ccc([C@@H]2C=C(C(=O)O)O[C@H](OCC)[C@H]2CCCO)cc1	15	0.92	6	8	59*	13	0.85	0.0	-4
CCCCCn1c(SCCN2CCOCC2)nc2c1c(=O)[nH]c(=O)n2C	14	0.92	1	8	0	1	0.86	0.1	0
CC(C)OC(=O)CCc1nc2ccccc2[nH]c1=O	-5	0.98	1	2	-6	4	1.1	-0.1	-3
COCCC(C(=O)Oc1c(C(C)(C)C)cc(C)cc1C(C)(C)C)c1ccccc1 (stereo not given)	-12	1	0	-1	8	4	1.1	30	-7
CC(/C=N\NC(=O)c1ccc2c(c1)OCO2)c1ccccc1 (stereo not given)	3	0.93	-4	8	-4	-1	0.97	0.1	1
CCCCN(CCCNC(=O)c1ccc2nc(N3CCOCC3)sc2c1)Cc1ccccc1	7	1.3	-5	-28	-24	-1	0.93	0.4	-5
Cc1cc(C)cc(NC(=O)CN2CCN(CCN=CC3=C(O)CC(C)(C)CC3=O)CC2)c1	-15	1	-5	-4	1	-18	1.2	-9.9	-2
CCN(CC)CCn1c2c(c(SCC(=O)Nc3nc(C)cs3)nc1=O)CCC2	8	1	-12	-1	-1	0	0.92	-0.6	4
CSC1=NCCN1C(=O)c1c(-c2c(F)cccc2Cl)noc1C	-10	1.2	-6	-22	-6	-3	1.1	1.0	1
CN(C)Cc1c(O)ccc2ccccc12	11	1	0	-1	0	2	0.89	6.2	-3
Cc1ccc(SCCC(=O)N2CCN(S(=O)(=O)c3ccccc3)CC2)cc1	16	1	-11	-2	-2	-5	0.83	-1.2	2
CC(=O)Nc1ccc(NS(=O)(=O)c2ccc(CN3C(=O)c4cccnc4C3=O)cc2)cc1	-5	1.1	8	-7	2	1	1	-1.0	1

A few values from the results shown:
Cc1cc(C)cc(NC(=O)CN2CCN(CCN=CC3=C(O)CC(C)(C)CC3=O)CC2)c1 – MPTP inh: -9.9
CSC1=NCCN1C(=O)c1c(-c2c(F)cccc2Cl)noc1C – hIAP block: -10
CCc1nccn1CCC(=O)N1CCCC(Nc2ccc(F)cc2)C1 (stereo not given) – MPTP inh: 0.1
C#Cc1ccc([C@@H]2C=C(C(=O)O)O[C@H](OCC)[C@H]2CCCO)cc1 – hIAP block: 15
CC(CN1C(C)CCCC1C)OC(=O)c1ccccc1Cl (stereo not given) – hIAP act: 1.2
CCCCCn1c(SCCN2CCOCC2)nc2c1c(=O)[nH]c(=O)n2C – APOBEC3A inh: 1

Later entries:
SMILES	hIAP block	mIAP activ	A3G deaminase	mIAP block	ATG4B inh	APOBEC3A inh	hIAP act	MPTP inh	MIN6 prolif
O=S(=O)(c1ccccc1)N1CCN(C(=S)NC2CCCC2)CC1	-24	0.99	-5	1	8	-5	1.2	-1.3	-4
O=C1/C(=C\c2cccnc2)SC(=S)N1c1ccc(F)cc1	-61	0.97	-2	2	-1	2	1.6	-1.2	-1
CC(C)CN(C(=O)/C=C/c1nc2ccccc2s1)C1CCS(=O)(=O)C1 (stereo not given)	10	0.99	-9	1	-6	5	0.9	-1.0	1
O=C(CSc1nnc(CNc2ccc(F)cc2)n1Cc1ccco1)N1CCOCC1	-10	1.2	-9	-17	-14	-6	1.1	2.0	-4
CCOCc1c(C(=O)N2CCN(Cc3ccc(Br)s3)CC2)oc2ccccc12	11	1	-5	0	13	2	0.89	0.4	-6
CCN(CC)c1ccc(S(=O)(=O)N2CCOCC2)cc1NC(=O)COC(=O)/C=C/c1ccc(C)o1	-5	0.88	-4	12	-9	-3	1.1	-0.9	2
O=C(COc1ccccc1)NCC(c1cccs1)N1CCOCC1 (stereo not given)	1	0.88	-3	12	-3	2	0.99	1.1	2

Reprinted at random: five entries already listed, in no set order.
SMILES	hIAP block	mIAP activ	A3G deaminase	mIAP block	ATG4B inh	APOBEC3A inh	hIAP act	MPTP inh	MIN6 prolif
O=C1/C(=C\c2cccnc2)SC(=S)N1c1ccc(F)cc1	-61	0.97	-2	2	-1	2	1.6	-1.2	-1
CCN(CC)c1ccc(S(=O)(=O)N2CCOCC2)cc1NC(=O)COC(=O)/C=C/c1ccc(C)o1	-5	0.88	-4	12	-9	-3	1.1	-0.9	2
CC(C)CN(C(=O)/C=C/c1nc2ccccc2s1)C1CCS(=O)(=O)C1 (stereo not given)	10	0.99	-9	1	-6	5	0.9	-1.0	1
O=C(COc1ccccc1)NCC(c1cccs1)N1CCOCC1 (stereo not given)	1	0.88	-3	12	-3	2	0.99	1.1	2
O=S(=O)(c1ccccc1)N1CCN(C(=S)NC2CCCC2)CC1	-24	0.99	-5	1	8	-5	1.2	-1.3	-4
